Compound activity: PubChem, National Center for Advancing Translational Sciences (NCATS)
pAkt inh – inhibitors of Akt phosphorylation. activity change, % for hits at 50 µM. Neuro2A IGF-stimulated pAkt S473 HTRF, 20 min; hits give low values. 0.32% of 360,000 active; in the data active means activity change below about -80%; inconclusive means mostly about -51% to -80%; further: on the % scale 0 is the no-effect control and ±100 the full control effect
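Neuro2A cells (4,500/well, DMEM with 0.5% FBS) were treated with compound at a single 50 µM final concentration, stimulated with 6 nM IGF for 20 min at 37 °C, and lysed. Phospho-Akt Ser473 was read by HTRF as 665/615 ratio ×10^4.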
D3 antag – antagonists of human D3 dopamine receptor. P35462. D3R cells, DiscoveRx beta-arrestin luminescence, antagonist mode; hits give low values. max response, negative = inhibition, %. 2.5% of 360,000 active; in the data active means max response below about -50%; inconclusive means no clear call, values can overlap the other calls; further: on the % scale 0 is the no-effect control and ±100 the full control effect; mostly tested at two doses, the higher about 12 µM
Target sequence (P35462 whole entry, looked up): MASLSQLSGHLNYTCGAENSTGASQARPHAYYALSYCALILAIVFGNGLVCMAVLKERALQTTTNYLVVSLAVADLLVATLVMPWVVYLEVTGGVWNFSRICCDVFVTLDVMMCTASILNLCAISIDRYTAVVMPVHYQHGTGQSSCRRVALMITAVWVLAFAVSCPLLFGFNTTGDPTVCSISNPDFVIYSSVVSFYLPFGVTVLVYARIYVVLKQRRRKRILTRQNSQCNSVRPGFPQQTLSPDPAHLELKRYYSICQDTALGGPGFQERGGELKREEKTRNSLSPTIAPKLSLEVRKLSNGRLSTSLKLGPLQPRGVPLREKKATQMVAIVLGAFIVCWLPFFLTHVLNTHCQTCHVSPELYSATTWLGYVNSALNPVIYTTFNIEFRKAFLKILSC
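Cells plated overnight at 1500 cells/well, then exposed to library compounds with dopamine controls for 90 minutes at 37 degrees C. DiscoveRx reagent added for 30–60 minutes at room temperature; luminescence read, quantitative HTS format.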
TDP43 rescue – TDP-43 toxicity inhibition in yeast; Potency, µM (titrated, usually from 46.1 µM), for inactives: at the top dose growth rescue (activation), actives largely listed as activators; TDP-43 expressing yeast growth rescue, BacTiter-Glo, 24 h; 1.8% of 410,000 active; further: potency means the concentration at half of the fitted maximal effect; % of control where 0% means no effect; nearly all actives have a fitted effect of over 50% in size
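Luminescence from BacTiter-Glo reports growth of TDP-43-expressing yeast after 24 hr at 30 deg C with compound. Cells were raffinose-pregrown to mid-log, then seeded in galactose medium at OD600=0.02.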
aSyn rescue – alpha-synuclein toxicity inhibition in yeast; 0.14% of 370,000 active; AID 652106; Yeast expressing alpha-synuclein, growth rescue, BacTiter-Glo, 24 h; Potency, µM (series often up to 46.1 µM), for the others: at the top dose growth rescue (activation), actives largely listed as activators; further: potency means the concentration at half of the fitted maximal effect; % of control where 0% means no effect; nearly all actives have a fitted effect of over 65% in size
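Galactose-induced alpha-syn yeast (OD600=0.02, raffinose-pregrown) + pinned cpd, 24 hr, 30 deg C; growth by BacTiter-Glo luminescence. Growth restoration scores as activation.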
Abeta yeast res – A-beta toxicity reversal in yeast; AID 1347071; Potency, µM (titrated, usually from 46.1 µM), for inactives: at the highest dose growth rescue, actives largely listed as activators; 0.063% of 410,000 active; yeast expressing A-beta42, growth rescue, OD600, 48 h; response scale: 0% DMSO, 100% iron-clioquinol control; further: potency means the concentration at half of the fitted maximal effect; nearly all actives have a fitted effect of over 55% in size
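Yeast growth medium received pinned compounds, then yeast cells expressing toxic A-beta were added; plates incubated at 30 C for 48 hr. Growth read as absorbance at 600 nm, normalized to DMSO and equimolar FeCl3 plus clioquinol controls.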
GLP-1R inv ag – acts as inverse agonist at human GLP-1 receptor; Potency, µM (series often up to 38.3 µM), inactives show top-dose activity change, negative = inhibition, actives largely listed as inhibitors; 1.6% of 410,000 active; HEK293 GLP-1R CRE-luciferase, luminescence, 24 h; GLP-1R form is constitutively active; further: potency means the concentration at half of the fitted maximal effect; on the % scale 0 is the no-effect control and ±100 the full control effect; nearly all actives have a fitted effect of over 55% in size
Target sequence (P43220 whole entry, looked up): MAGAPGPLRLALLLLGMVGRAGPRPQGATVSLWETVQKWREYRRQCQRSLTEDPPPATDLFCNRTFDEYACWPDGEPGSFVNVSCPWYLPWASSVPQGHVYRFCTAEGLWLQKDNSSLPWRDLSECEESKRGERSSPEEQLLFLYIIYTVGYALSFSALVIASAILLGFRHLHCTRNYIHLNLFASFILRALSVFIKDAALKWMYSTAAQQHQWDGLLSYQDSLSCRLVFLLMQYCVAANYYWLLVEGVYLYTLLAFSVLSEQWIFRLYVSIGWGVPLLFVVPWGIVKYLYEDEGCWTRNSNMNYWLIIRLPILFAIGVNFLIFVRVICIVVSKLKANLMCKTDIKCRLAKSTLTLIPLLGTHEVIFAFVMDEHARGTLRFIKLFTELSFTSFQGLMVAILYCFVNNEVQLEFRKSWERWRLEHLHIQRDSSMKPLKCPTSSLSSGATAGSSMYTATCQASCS
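Assay principle: reduced luminescence from a cAMP-responsive reporter in HEK293 cells co-expressing a constitutively active GLP-1R. Conditions: 24 hr compound incubation, 37 deg C, 5% CO2.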
GLP-1R agonist – agonists of human GLP-1 receptor | Potency, µM (doses to about 45.6 µM), without a hit: at the highest dose activation, usual class: activators | P43220 | HEK293 GLP-1R CRE-luciferase, luminescence, 4-6 h; cells express a hypersensitive GLP-1R form | 0.007% of 380,000 active; further: potency means the concentration at half of the fitted maximal effect; % of control where 0% means no effect
FUS yeast rescue – FUS proteinopathy suppression in yeast | S. cerevisiae FUS-expressing, growth rescue, OD600, 24 h | Potency, µM (doses to about 76.6 µM), inactives show top-dose growth rescue (activation), hits mostly activators | 0.24% of 390,000 active | AID 1347120;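 further: potency means the concentration at half of the fitted maximal effect; plate controls were DMSO vehicle for no effect and reference control for full effect; nearly all actives have a fitted effect of over 55% in size; some results filed as inactive show a strong effect at the top dose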
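Galactose (2%) drives FUS expression in yeast precultured in raffinose; seeding density OD 0.005. Test compounds incubated 24hr at 30C and 99% humidity before absorbance at 600 nm was measured.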
PTHR1 ag – PTHR1 (human) receptor agonism; HEK293 GP2 PTHR1 cells, GloSensor cAMP luminescence, 1 h; Potency, µM (top dose mostly 115 µM), without a hit: at the highest dose activation, usual class: activators; Q03431; 0.075% of 410,000 active; further: potency means the concentration at half of the fitted maximal effect; nearly all actives have a fitted effect of over 55% in size; some results filed as inactive show a strong effect at the top dose; inactives centre near -15; many of its hits are not listed in these tables
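HEK-293-derived GP2 cells expressing PTHR1 and a GloSensor cAMP reporter, 3,000/well, plated overnight, given luciferin plus IBMX (each 0.5 mM as added) for 1 h at 37 °C, then compound for 1 h at 37 °C. Luminescence was read after 15 min at room temperature.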
* = called active by the depositor; i = inactive; ? = inconclusive; . = no result given; [ ] = another dose, or the depositor's remark. Unless noted, the call rests on the fitted dose curve; in most records, active means well fitted curve in the direction sought with a large enough effect; inconclusive means small, poorly fitted or top-dose-only effect, or another doubt; inactive means no such curve, though single readings can be large; an effect the other way counts as inactive or inconclusive. Some of the compounds tested; rates above refer to the full screens.

SMILES	pAkt inh	D3 antag	TDP43 rescue	aSyn rescue	Abeta yeast res	GLP-1R inv ag	GLP-1R agonist	FUS yeast rescue	PTHR1 ag
O=C(NCC(c1cccnc1)N1CCOCC1)C(=O)Nc1ccc(Cl)cc1 (configuration not stated)	.	.	7%	.	-6%	10%	.	-10%	i
CCCCC(=O)Nc1cccc(-c2ccc3nncn3n2)c1	i	11	15%	-3%	.	10%	20%	-6%	i
CCOc1ccccc1NC(=O)CSc1nnc(CCC(=O)Nc2ccccc2F)n1C	i	7	12%	0%	7%	1%	2%	6%	i
COCCNc1ccc(-c2nn(C)c(=O)c3ccccc23)cc1[N+](=O)[O-]	i	51	17%	3%	5%	13%	-5%	-4%	-1%
CCCSc1cc(=O)n(-c2ccccc2)nc1C(=O)OCC	i	15	-9%	6%	7%	1%	3%	0%	-2%
COC(=O)c1c(NC(=O)CSc2nnnn2C)sc(C)c1C	i	-21	-11%	18%	-20%	0%	11%	24%	i
CCOC(=O)c1ccccc1NC(=O)c1nc2nccc(C)n2n1	i	-7	4%	-5%	-10%	24%	-6%	28%	-4%[57.5 µM]
COc1ccc(OC)c(NC(=O)CS(=O)(=O)c2cn(CC(=O)N3CCOCC3)c3ccccc23)c1	i	2	-5%	6%	-3%	12%	10%	6%	i
CCN(Cc1ccc(OC)c(COC)c1)CC1CCCN(CCc2cccc(F)c2)C1 (configuration not stated)	i	-19	-11%	15%	-2%	?	1%	-12%	3%
CC1=Nc2cccc3cccc(c23)N1	i	-25	0%	3%	-14%	69%[activator]	-1%	?	-93%
O=C(NCc1ccc(F)cc1)C1CCCN1C(=O)Nc1ccc(F)cc1 (configuration not stated)	i	11	15%	3%	0%	-17%	-4%	-24%	i
CCN(c1ccccc1)S(=O)(=O)c1ccc(C(=O)Nc2nnc(CSC)o2)cc1	i	-1	?	?	3%	?	0%	42%	i
CCOC(=O)COc1ccc(S(=O)(=O)NCCC2=CCCCC2)cc1	i	-18	-10%	25%	8%	18%	1%	.	-17%
Cc1cc(C)c2c(CC(=O)Nc3nnc(CC(C)C)s3)coc2c1	.	.	2%	.	8%	8%	.	-4%	-4%
CC(=O)Nc1sc(N/N=C\c2ccc(O)cc2)nc1-c1cccs1	i	-4	4%	-8%	?	15%	1%	6%	-6%
Cc1cccc(OCC(=O)OC(C)CN2CCCCC2)c1 (configuration not stated)	i	3	10%	10%	-7%	24%	-1%	-26%	-11%
CCN1C(=O)C(O)(CC(=O)c2cccc(-n3cccc3)c2)c2ccccc21 (configuration not stated)	i	1	10%	-7%	1%	9%	12%	9%	-31%[inhibitor]
CCCCn1c(SCC(=O)Nc2cc(C)on2)nc2cc(S(N)(=O)=O)ccc21	i	-17	-18%	1%[1.84 µM]	-7%	13%	16%	11%	i
CC(=O)O/N=C/c1c(C)c(C=O)n2ccccc12	i	4	?	13%	-4%	70%[activator]	11%	-12%	i
Cc1ccc(Nc2nc3c(s2)CCC3)c(C)c1	i	-10	16%	2%	10%	-21%	-3%	23%	i

Part of the list above, reduced to PTHR1 ag:
mol	PTHR1 ag
CCN(c1ccccc1)S(=O)(=O)c1ccc(C(=O)Nc2nnc(CSC)o2)cc1	i
CCOC(=O)COc1ccc(S(=O)(=O)NCCC2=CCCCC2)cc1	-17%

(listing goes on)
SMILES	pAkt inh	D3 antag	TDP43 rescue	aSyn rescue	Abeta yeast res	GLP-1R inv ag	GLP-1R agonist	FUS yeast rescue	PTHR1 ag
O=C(Cc1cccc(NC(=O)C2CCN(C(=O)C3CCCCC3)CC2)c1)Nc1cccc(C(=O)N2CCCC2)c1	i	6	12%	-1%	8%	15%	-5%	22%	i
CC(C)c1ccc(NC(=O)CSc2n[nH]c(=O)n2-c2ccc3c(c2)OCCO3)cc1	i	-15	-10%	-1%	-7%	?	16%	43%	-21%
O=C(NNC(=O)c1cccs1)Nc1cccc(Cl)c1	i	-15	4%	-2%	10%	7%	-12%	-4%	-4%
O=C(CNC(=O)c1ccc([N+](=O)[O-])cc1)N/N=C/c1c[nH]c2ccccc12	i	-5	11%	-2%	-11%	?	3%	.	i
Cc1cc(C)cc(N=c2c([N+](=O)[O-])nn(-c3cccc(Cl)c3)n2O)c1	i	-11	?	4%	18%	-16%	-3%	31%	i
CNC(=O)COC(=O)c1[nH]c(C)c(C(C)=O)c1C	i	-79*	-6%	-8%	-20%	4%	-4%	8%	i
O=S(=O)(c1ccc(F)cc1)N1CCN(CCc2ccccc2)CC1	i	-30	6%	3%	-7%	-27%	-4%	-1%	-13%
O=C(NCCC(F)(F)F)C1Cc2c(-c3cccc(F)c3)ccnc2O1 (configuration not stated)	i	10	19%	5%	5%	-13%	2%	20%	i
COc1ccccc1N1CCN(C(=O)COc2ccccc2C#N)CC1	.	.	?	.	-7%	1%	.	12%	i
O=C(CCC(=O)OCc1cccc(C(=O)Oc2ccccc2)c1)Nc1cccc2ccccc12	i	19	-9%	16%	11%	0%	-3%	30%	-12%[57.5 µM]
CCCS(=O)(=O)NC(=O)C1(C)CCN(C(=O)COc2ccc(Cl)cc2Cl)C1 (configuration not stated)	i	14	-3%	-9%	-24%	-21%	-6%	4%	-17%
CCn1c(COc2ccccc2C)nnc1SCC(=O)NCc1ccccc1	i	-9	-29%	0%	1%	?	-2%	30%	-39%
CC(=O)N1CCCC1c1nc2ccccc2n1Cc1ccccc1Cl (configuration not stated)	.	.	10%	.	-17%	16%	.	9%	i
O=C(CSc1nc2ccccc2o1)NCCOc1ccccc1	i	8	24%	6%	0%	2%	10%	2%	i
Clc1ccccc1NN=Cc1ccccn1	i	-26	27%	0%	-4%	4µM*	5%	6%	-12%
CCN(Cc1cc(=O)[nH]c2ccccc12)C(=O)C(C)C	i	-20	15%	-7%	5%	34%	4%	-11%	i
COc1ccc(N2CCN(CCCNC(=O)C(=O)c3c(C)[nH]c4ccccc34)CC2)cc1	i	?	-1%	-4%	5%	-30%	0%	4%	i
Cc1ccc(/C=C/C(=O)OC(C)C(=O)NC2CCCCC2C)o1 (configuration not stated)	i	-3	?	-4%	9%	-11%	-4%	2%	-37%
Cc1ccc(Cl)cc1N1CCN(S(=O)(=O)c2cn(C)cn2)CC1	i	16	10%	5%	-13%	34%[activator]	12%	7%	i
O=c1cc(C(F)(F)F)oc2c1ccc1ccccc12	i	8	2%	4%	6%	2%	3%	2%	-2%[57.5 µM]
Cc1ccc(S(=O)(=O)Cc2cn3cccnc3n2)cc1	i	52	-4%	1%	-4%	-9%	-1%	.	-1%
COC(=O)C1=C(C)NC(C)=C(C(=O)OC)C1c1ccccn1	.	-23	-24%	-3%	-6%	0%	-8%	24%	-28%[57.5 µM]
COc1ccccc1NC(=O)c1ccc(S(=O)(=O)N2CCCC2)cc1	i	11	0%	9%	17%	19%	-3%	-8%	-36%[inhibitor]
CSc1ccc(CN2CCC(N3CC(C)OC(C)C3)CC2)cc1 (configuration not stated)	i	-17	-9%	-4%	-3%	-22%	3%	2%	i
CCN1/C(=C/C(=S)Nc2ccccc2)Sc2ccccc21	i	-8	0%	-18%	?	?	?	53%	-39%[inhibitor]
CCCOc1cccc(C(=O)Nc2cccc(NC(=O)c3ccco3)c2)c1	i	-4	12%	-10%	0%	?	3%	13%	i
Nc1nc(-c2ccccc2)c(C(=O)Nc2ccccc2)s1	i	-23	-9%	0%	-18%	5%	1%	-26%	-23%
CC(C)C[C@@H](CN1CCC[C@H]1CN1C(=O)C(=O)NC[C@@H]1Cc1ccc(O)cc1)N1C[C@H](Cc2ccccc2)N(CC2CCCCCC2)C(=O)C1=O	i	-2	1%	-1%	-10%	?	-2%	37%	i
CCc1ccc2occ(CC(=O)Nc3c(C(=O)c4ccccc4)oc4ccccc34)c2c1	.	.	11%	.	-2%	-2%	.	13%	-1%
Cc1nc(NC(=O)c2c(-c3ccccc3)c(-c3ccccc3)nn(C)c2=O)sc1C	.	.	0%	.	10%	?	.	42%	i
Cc1cc2nc(N3CCN(C(=O)c4ccco4)CC3)sc2cc1C	i	17	11%	1%	9%	-27%	11%	-1%	-92%[inhibitor]
CCCN(CC(=O)Nc1ccc(F)c(F)c1F)Cc1cc(=O)n2ccsc2n1	i	5	12%[9.22 µM]	2%	-7%	86%[activator]	2%	7%	-20%
CCCCn1c(N)c(N(CCOC)C(=O)COC(=O)c2cc(CC)c(C)s2)c(=O)[nH]c1=O	i	-14	-6%	-5%	3%	-4%	0%	19%	11%
O=S(=O)(CCN1CCSCC1)c1ccccc1	i	-5	-2%	0%	13%	-14%	5%	16%	i
COc1cc(OC)cc(C(=O)NCC2CCCN(C(=O)c3csc(C)n3)C2)c1 (configuration not stated)	i	-5	3%	-2%	-10%	-16%	2%	-1%	i
O=C(NC12CC3CC(CC(C3)C1)C2)c1cncc(O)c1	i	-8	-4%	-6%	-11%	13%	3%	18%	i
COCCCN(Cc1cc(OC)c(OC)c(OC)c1)C(=S)Nc1cccc(SC)c1	i	0	22%	2%	-13%	-16%	-3%	31%	-45%[inhibitor]
Nc1nonc1-n1nnc(C(=O)N/N=C/c2c(F)cccc2Cl)c1-c1ccc2c(c1)OCO2	i	-10	6%	-2%	.	-14%	-1%	-22%	-2%

Quoted from the listing.
`COc1cc(OC)cc(C(=O)NCC2CCCN(C(=O)c3csc(C)n3)C2)c1` (configuration not stated) in GLP-1R agonist has 2%
`COCCCN(Cc1cc(OC)c(OC)c(OC)c1)C(=S)Nc1cccc(SC)c1` in aSyn rescue has 2%
`CCCN(CC(=O)Nc1ccc(F)c(F)c1F)Cc1cc(=O)n2ccsc2n1` in D3 antag has 5
